# Source: PubChem (several laboratories)
# LRH-1 inv ag: suppresses constitutive activity of human LRH-1; AID 602396; 360,000 tested, 0.13% active; O00482; inhibition, % at 3.6 µM; HEK293T StAR-luciferase reporter, LRH-1 transfected, 24 h;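 active = inhibition above the mean inhibition of all tested compounds plus 3 SD, cut at about 73% in these data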;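 also: 0% = DMSO wells and 100% = reporter-only cells lacking LRH-1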
# Target sequence (O00482 whole entry, looked up): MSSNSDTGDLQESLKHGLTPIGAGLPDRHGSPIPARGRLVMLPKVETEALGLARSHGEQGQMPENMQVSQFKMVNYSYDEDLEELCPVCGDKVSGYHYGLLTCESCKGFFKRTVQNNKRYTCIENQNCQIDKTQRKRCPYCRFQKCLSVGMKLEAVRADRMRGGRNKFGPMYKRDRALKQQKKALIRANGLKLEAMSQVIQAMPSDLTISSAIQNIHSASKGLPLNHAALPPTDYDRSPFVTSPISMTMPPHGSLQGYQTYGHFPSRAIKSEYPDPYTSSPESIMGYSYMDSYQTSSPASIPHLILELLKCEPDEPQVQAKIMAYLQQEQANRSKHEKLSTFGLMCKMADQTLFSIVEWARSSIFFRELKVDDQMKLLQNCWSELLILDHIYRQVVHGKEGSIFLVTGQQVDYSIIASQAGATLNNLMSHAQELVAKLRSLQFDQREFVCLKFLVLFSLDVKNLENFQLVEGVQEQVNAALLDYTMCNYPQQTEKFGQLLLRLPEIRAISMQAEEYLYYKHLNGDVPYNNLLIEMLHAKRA
# NR2F2 inh: inhibitors of human COUP-TFII (NR2F2); P24468; HEK293T NGFI-A luciferase reporter, luminescence; inhibition, % at 8.6 µM; 370,000 tested, 0.7% active; AID 686940;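 active = inhibition above a per-plate cutoff, mean inhibition of test wells between control levels plus 3 SD, cut at about 38% in these data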;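 also: cells cotransfected with COUP-TFII expression vector driving the NGFI-A reporter; 0% = median of COUP-TF2 test wells and 100% = reporter-only cells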
# Target sequence (P24468 whole entry, looked up): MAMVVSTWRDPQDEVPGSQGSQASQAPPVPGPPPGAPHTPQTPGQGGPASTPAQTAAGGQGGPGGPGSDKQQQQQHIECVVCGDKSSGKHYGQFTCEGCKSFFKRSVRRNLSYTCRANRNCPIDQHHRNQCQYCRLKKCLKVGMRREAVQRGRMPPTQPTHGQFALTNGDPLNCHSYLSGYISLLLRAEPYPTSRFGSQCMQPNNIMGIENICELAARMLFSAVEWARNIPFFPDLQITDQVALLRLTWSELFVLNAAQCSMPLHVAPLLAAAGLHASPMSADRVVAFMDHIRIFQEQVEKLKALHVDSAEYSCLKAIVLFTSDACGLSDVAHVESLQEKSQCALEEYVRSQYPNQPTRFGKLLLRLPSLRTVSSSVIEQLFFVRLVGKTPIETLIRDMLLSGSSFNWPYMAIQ
# TWEAK-Fn14 inh: inhibitors of TWEAK-Fn14 interaction signaling. AID 1159606. inhibition, % at 10 µM. 360,000 tested, 2% active. TWEAK-stimulated Fn14 reporter cells, luciferase luminescence, 8 h; in the data active = inhibition above about 50%
# CF NFkB inh: inhibitors of cystic fibrosis induced NF-kB | KKLEB NF-kB-GFP reporter, PAF-induced, GFP fluorescence overnight | inhibition, % at 5 µM | 360,000 tested, 0.86% active | AID 588850;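 active = at least 50% inhibition at 5 µM, scaled per plate between neutral and stimulator controls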;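 also: PAF is a Pseudomonas aeruginosa culture filtrate used as stimulus; plate controls were PAF-stimulated DMSO wells for no effect and unstimulated DMSO wells for full effect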
# Shn3 3UTR inh: reduces Shn3 3'UTR luciferase signal in osteoblasts; AID 588674; Clone20 osteoblast Shn3 3'UTR firefly luciferase, 24 h; 360,000 tested, 0.52% active; inhibition, % at 12.5 µM;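 active = mean inhibition of at least 75% with every replicate also reaching 75%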;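 also: 0% = median of neutral control wells and 100% = pilot-screen positive control compound; some compounds past the cut are filed as inactive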
# TROY signal inh: inhibitors of TROY-dependent NF-kB signaling; AID 1347056; inhibition, % at 10 µM; Q293 LMP1-TROYcd NF-kB luciferase reporter, 4 h; 360,000 tested, 0.98% active;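 active = compounds whose plate-normalised and pattern-corrected inhibition of the luciferase reporter signal at the single screening dose is 50% or more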
# SRC1 inh: inhibits human SRC1 coactivator; Q15788; HEK293 GAL4-SRC1 luciferase reporter, luminescence; inhibition, % at 3.6 µM; 360,000 tested, 0.12% active; AID 588354;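 active = inhibition above the campaign mean plus 3 SD, with each screening campaign given its own cutoff, cut at about 60% in these data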;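 also: 0% = DMSO treated cells and 100% = gossypol at 36 µM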
# LMP1 NFkB inh: reduces LMP1-driven NF-kappaB luciferase signal | LMP1-induced NF-kappaB luciferase reporter cells, luminescence | 350,000 tested, 0.69% active | inhibition, % at 12.5 µM; in the data active = inhibition above about 41%;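 also: 0% = neutral control wells and 100% = reference inhibitor control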
# TRAIL sens C8: caspase-8 TRAIL sensitization. NB7+C8 cells + TRAIL, ATPlite viability luminescence. inhibition (viability loss, TRAIL sensitization), % at 10 µM. 360,000 tested, 1% active. AID 624354;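 active = compounds causing at least 50% loss of cell viability in the single-dose screen, relative to plate controls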
# NCOA3 inh: human NCOA3 inhibition. Q9Y6Q9. inhibition, % at 3.6 µM. 360,000 tested, 0.17% active. HEK293 GAL4-SRC3 luciferase reporter, luminescence;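 active = inhibition above a per-campaign cutoff, the mean of all compounds plus 3 SD, cut at about 60% in these data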;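 also: 0% = DMSO-treated cells and 100% = gossypol-treated cells at 36 µM; higher means less SRC3-driven luciferase light from the GAL4 reporter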
# KKLEB cytotox: counter-screen for CF NF-kB inhibitors: cytotoxicity. KKLEB CF airway cells viability, ATPlite luminescence, overnight; active compounds read low; cells stimulated with P. aeruginosa culture filtrate. 360,000 tested, 0.36% active. AID 602141. activity change (cytotoxicity), % at 5 µM;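 active = corrected activity change at or below -50% at 5 µM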
# Starred values were filed as active, the others as inactive; nt = not tested or not shown.
SMILES,LRH-1 inv ag,NR2F2 inh,TWEAK-Fn14 inh,CF NFkB inh,Shn3 3UTR inh,TROY signal inh,SRC1 inh,LMP1 NFkB inh,TRAIL sens C8,NCOA3 inh,KKLEB cytotox
Cc1cc(OCC(=O)N2CCC(C(N)=O)CC2)c2c3c(c(=O)oc2c1)CCCC3,13,-5,91*,-15,-27,5,-11,1,16,-3,-7
O=[N+]([O-])c1ccccc1CN1CC=C(c2ccc(F)cc2)CC1,5,2,-12,-12,8,8,-70,0,-4,-13,8
Cc1ccnc(-n2c(-c3ccco3)nc3ccccc3c2=O)c1,1,1,4,12,17,3,-4,-2,5,2,-6
O=C(CSC1c2ccccc2-c2ccccc21)N/N=C/c1ccccc1,9,-28,-12,12,-11,-5,8,-8,-10,14,12
CN(C)c1nc(-c2ccccc2)[n+](C)s1,-12,-1,-12,-18,-1,-31,-7,-12,5,2,7
CCCCCCn1c(O)c(C=NCCN2CCCCC2)c(=O)[nH]c1=O,-4,10,4,7,13,19,2,-4,-12,1,0
OC1(c2ccc(F)cc2)CC2CCC(C1)N2Cc1nnnn1C1CCCC1 (stereo not drawn),51,-6,0,2,-9,-3,-115,-7,11,11,-2
N#CC1C(C#N)C2CCC1C1C2N1c1ccccc1 (stereo not drawn),2,8,-13,8,27,-2,-7,-1,9,-6,1
O=[N+]([O-])c1ccccc1CNCCc1c[nH]c2ccccc12,13,9,8,3,-16,4,-13,-8,-2,-3,-7
CN(C(=O)Oc1ccc([N+](=O)[O-])cc1)c1ccccc1,27,-3,37,-12,-5,-31,14,5,5,8,2
Cc1ccc(CN2CCCC(C(=O)c3sccc3C)C2)o1 (stereo not drawn),6,-6,-15,9,-5,8,-6,-5,-1,9,-2
COC(=O)C[C@]1(C(=O)OC)CN(C#N)N(c2ccc(Cl)cc2)C12c1ccccc1-c1ccccc12,45,102*,96*,88*,97*,89*,2,90*,91*,67*,-96*
C[C@H]1CC[C@@H]2N(C1)C[C@H]1[C@@H]3C[C@H]4[C@@H](CC(=O)[C@H]5C[C@@H](O)CC[C@@]54C)[C@@H]3CC[C@H]1[C@]2(C)O,-5,15,4,-19,6,16,-28,4,-4,-14,5
CC1CN1P(=O)(Oc1ccc2ccccc2c1)N1CC1C (stereo not drawn),-11,-5,11,-7,0,-10,-16,-2,2,-3,-6
COCCCn1c(N)c(C(=O)OC(C)COC)c2nc3ccccc3nc21 (stereo not drawn),8,3,1,9,10,3,-24,-3,-5,-13,0
CC(=O)O[C@@H]1CC[C@]2(C)C3CC[C@@]4(C)C(C[C@@H](O)[C@@H]4O)C3[C@@H](OC(C)=O)C[C@H]2C1 (stereo partly drawn),-7,2,-11,0,54,-10,14,3,-2,6,-4
N/C(=N\N=C\c1ccc(O)cc1O)N[N+](=O)[O-],3,9,2,-13,10,-13,4,1,-8,-17,-13
CC(C)N(CC(O)c1cccc([N+](=O)[O-])c1)C(C)C (stereo not drawn),-7,9,-8,-3,-2,2,-20,6,-9,5,-11
O=C1CN=C(c2ccc(Br)cc2)c2c(sc3c2CCCC3)N1CCN1CCCCC1,-13,25,11,27,12,26,-14,-6,17,7,6
CCCCn1c(=O)c(C(=O)Nc2ccccn2)c(O)c2ccccc21,12,2,24,-14,26,0,2,4,-13,-1,1
Oc1cc(Cl)c(Cl)c(Cl)c1Cl,21,18,15,50,-10,54*,-11,6,-1,4,8
CC=C(C)C(=O)OC1CCN2CC=C(COC(=O)C(O)(C(C)OC)C(C)(C)O)C12 (stereo not drawn),7,-1,-7,2,-10,-2,-2,-6,4,-18,2
COc1ccccc1N=C1SCCCN1C,12,-3,15,-12,-10,7,-13,-9,4,11,3
COc1ccc2c(c1)c(C(=O)CN1CCN(C)CC1)c(C)n2Cc1ccccc1,6,6,-5,5,13,13,8,-2,3,-5,2
Cc1cc(C)nc(-n2c(C)nc3cc(Cl)ccc3c2=O)c1,-8,14,7,-12,-23,8,12,0,-7,-2,-2

# Continued:
SMILES,LRH-1 inv ag,NR2F2 inh,TWEAK-Fn14 inh,CF NFkB inh,Shn3 3UTR inh,TROY signal inh,SRC1 inh,LMP1 NFkB inh,TRAIL sens C8,NCOA3 inh,KKLEB cytotox
Clc1cccc(N2Cc3cc(-c4ccccc4)ccc3-n3nncc3C2)c1,30,0,50,48,51,-14,-14,nt,-1,-8,-36
CCSc1cc(C2C(C#N)=C(N)Oc3n[nH]c(C)c32)c(C)o1 (stereo not drawn),6,-10,-17,-10,-10,0,-3,-3,6,11,1
CCN1CCN(S(=O)(=O)c2cnc(Cl)c(Br)c2)CC1,-6,-1,-7,-2,9,-9,3,7,2,0,7
C[N+]12CCC(CC1)C(C(O)(c1cccc(Cl)c1)c1cccc(Cl)c1)C2 (stereo not drawn),19,10,3,-9,3,26,-12,13,6,0,4
COc1ccccc1CN1CCCC(C(=O)c2ccccc2SC)C1 (stereo not drawn),18,-5,0,0,40,7,7,6,5,19,-4
CC(=O)N1CCN(Cc2ccc(Cl)nc2)CC1,-28,5,-12,-14,-3,-34,3,nt,5,6,6
COC(=O)C1=C(c2ccc(Cl)c(C(F)(F)F)c2)C[C@@H]2CC[C@H]1N2C(=O)NCCNC(C)=O,13,8,-1,-11,1,-3,10,-8,12,12,2
COC1=C[C@@H]2C3=C([C@@H]2C1=O)[C@@H](NC(C)=O)CCc1cc(OC)c(OC)c(OC)c13,15,-4,-6,-11,8,-6,-13,-6,-12,-1,-16
Cc1nc2ccccc2c(=O)n1-c1ccc(F)cc1,19,15,-3,5,-7,10,6,-3,-16,-6,-10
Cc1cccc(-n2c(O)c(C=Nc3ccc(S(N)(=O)=O)cc3)c(=O)[nH]c2=O)c1,-4,2,10,-14,-19,9,20,1,-1,19,0
COc1ccc(CCNCc2ccccc2F)cc1OC,8,8,-23,5,14,10,-4,-3,3,11,-14
O=C(O)[C@H]1NC[C@H]2C[C@H]21,-7,-4,-1,21,4,29,-10,-3,-2,9,-14
Cc1ccc(CC(=O)N2CCN(Cc3ccccc3)CC2)cc1,-6,-11,3,-4,1,-23,-12,3,15,-6,1
COc1ccc(CCC(=O)N2CCC3(CC2)OCCO3)cc1,22,16,-1,-12,0,-6,12,0,-8,23,6
C=CC(=O)NCNC(=O)C=C,3,11,3,2,-8,-18,-7,-3,3,-13,6
Oc1ccc2ccccc2c1CN1CC=C(c2ccccc2)CC1,7,11,14,18,6,-12,-2,-6,-7,16,-3
O=C(Nc1cccc(Cl)c1)N1C[C@H]2C[C@@H](C1)c1cccc(=O)n1C2,3,-17,-17,-11,3,-14,-5,-1,5,6,12
CCOC(=O)C1=C(C)OC(N)=C(C#N)C12C(=O)Nc1ccc(C)cc12 (stereo not drawn),2,-2,5,9,2,5,7,4,3,-4,5
CCC(=NCc1ccc(F)cc1)c1c(O)n(C)c(=O)n(C)c1=O,12,24,27,19,76,24,24,-5,19,22,-7
CC(=O)c1cn(Cc2ccc(F)cc2)c2ccccc12,-3,12,32,4,23,16,3,2,6,13,0
CC(=O)N(C)CC#CCN1CCC(O)CC1,4,2,7,5,-6,8,-44,6,-18,5,-7
CC(C)(O)/C=C/C(=O)C(C)(O)C1C(O)CC2(C)C3CC=C4C(C=C(O)C(=O)C4(C)C)C3(C)C(=O)CC12C (stereo not drawn),72,44*,90*,86*,89*,70*,2,45*,62*,67*,-62*
N=C1c2ccccc2CN1NC(=O)c1ccc(F)cc1,-8,-21,0,-2,-2,3,-13,0,-17,-8,13
COC(=O)[C@@H]1C[C@H]1[C@@H](NP(=O)(c1ccccc1)c1ccccc1)c1ccccc1,28,-26,8,-96,-34,-30,-26,-1,-6,4,-6
Cc1cc(C)cc(N2C(=O)NC(=O)/C(=C\c3cc(C)n(C)c3C)C2=O)c1,12,-15,9,0,0,-6,-4,-8,-6,2,-6

# Single entries from the list:
# COc1ccc(CCNCc2ccccc2F)cc1OC in KKLEB cytotox is listed with -14
# Cc1cccc(-n2c(O)c(C=Nc3ccc(S(N)(=O)=O)cc3)c(=O)[nH]c2=O)c1 in NR2F2 inh is listed with 2

# Additional results
SMILES,LRH-1 inv ag,NR2F2 inh,TWEAK-Fn14 inh,CF NFkB inh,Shn3 3UTR inh,TROY signal inh,SRC1 inh,LMP1 NFkB inh,TRAIL sens C8,NCOA3 inh,KKLEB cytotox
C=CCN1C(=O)/C(=C/c2ccc(Br)s2)C(=O)NC1=S,-9,-1,-9,6,2,-20,-13,5,-10,-2,-5
CCOc1ccc(NC(=O)c2ccc(NC(=O)COC(=O)Cc3ccccc3)cc2)cc1,-51,-14,-14,11,-38,-35,-83,5,21,-27,9
Cc1c(N=Cc2c(O)n(Cc3ccc(F)cc3)c(=O)[nH]c2=O)c(=O)n(-c2ccccc2)n1C,5,-13,-5,-6,20,-9,-8,1,-13,20,18
CN[C@@H](C)[C@@H](O)c1ccccc1,11,-23,0,4,-18,-2,-8,8,-4,-15,26
CCOc1ccc(CN(CCCl)CCCl)cc1C(=O)OC,-2,nt,6,3,19,3,-13,7,-4,-4,-3
COC(=O)C1=C(c2cccc(OCc3ccccc3)c2)C[C@@H]2CC[C@H]1N2C(=O)NCc1cccc(C(F)(F)F)c1,-26,9,30,6,39,4,-1,1,-3,26,-8
COC(=O)C1=C(c2ccc(S(C)(=O)=O)cc2)C[C@@H]2CC[C@H]1N2C,15,5,4,-24,-31,6,-10,3,15,15,-13
O=C(O)CC1OCC=C2CN3CCC45C6=CC(=O)C(=O)C([N+](=O)[O-])=C6NC4C1C2CC35 (stereo not drawn),11,nt,21,6,32,18,-2,9,-25,-4,8
Cc1cc(N2CCNCC2)nc2ccccc12,1,4,-12,-3,11,6,12,8,-7,-8,-4
Cc1nc2sccc2c(=O)n1-c1ccccc1Cl,9,4,-5,-14,11,5,-4,-4,-7,-11,5
CCC(=NCc1cccnc1)c1c(O)n(-c2ccccc2C)c(=O)[nH]c1=O,-1,4,3,2,-1,-1,-11,11,2,17,3
C/C(=N\N1CCCCCC1)c1c(O)n(-c2ccccc2)c(=O)[nH]c1=O,-17,-2,-6,-3,-9,3,-17,-3,-12,-14,2
CCOP(=O)(OCC)/C(C#N)=C/c1ccc(Br)cc1,-2,-4,4,10,8,3,3,-2,-1,-6,13
Cc1cc(N2C(=O)C3CCCN3C2c2cccc(Cl)c2)no1 (stereo not drawn),3,-2,0,1,-37,-2,-1,-5,-9,-2,-3
O=C(c1ccc(F)cc1)N1CCC2(CC1)OCCO2,1,14,2,7,-3,15,1,10,-16,-18,1
CCn1cc(C(=O)N2CCOCC2)c2ccccc21,6,-4,46,-2,-6,6,-14,3,-10,-1,10
Cc1ccc(-c2nc3ccccc3c(=O)n2-c2ccc(Br)cn2)cc1,-1,-26,-9,9,5,-31,-7,4,3,13,1
CCOc1ccccc1N1C(=O)CC(=O)NC1=O,14,-5,-16,6,22,-5,-7,-1,10,14,7

# Only part of the results is shown; the hit share may differ from the screen's.
